TRPML3 agonist – agonists of human TRPML3 channel. Q8TDD5. HEK293 TRPML3-YFP, Fluo-8 calcium fluorescence; 100% = the carbachol control signal. activation, % at 3 µM. 220,000 compounds, 0.29% hits;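 active = activation above its plate's cutoff, the mean activation of the plate's test wells plus 3 SD, cut at about 12% in these data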;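 note: 0% = DMSO only wells and 100% = carbachol wells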
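Test system – HEK293 line with stable expression of human TRPML3-YFP channel · Control set – carbachol 87 µM final as high control (100%), DMSO as low control (0%) · Signal – Fluo-8 calcium dye fluorescence, ex 470-495, em 515-575 nm · Incubation – 1-h 37 °C dye load, 5-s basal, 120-s post-compound reads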
zfTRPN1 agonist – agonists of zebrafish TRPN1 channel; HEK293 zebrafish TRPN1-YFP, Fluo-8 calcium fluorescence; 100% = response to 87 µM carbachol; activation, % at 3 µM; 220,000 compounds, 0.18% hits; AID 1424;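 active = activation above its plate's cutoff, the mean activation of test wells on that plate plus 3 SD, cut at about 19% in these data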;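 note: 0% = DMSO alone and 100% = 87 µM carbachol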
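Material: zebrafish TRPN1-YFP in HEK293 cells; Doses: single test compound dose, 3 µM nominal, 0.3% DMSO; Timing: dye loading 1 h at 37 °C, then 30 min room temperature; Technique: intracellular calcium fluorescence with Fluo-8; Benchmarks: high carbachol 87 µM, low DMSO alone.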
EBV gp42 block – inhibitors of Epstein-Barr virus glycoprotein 42 | Q1HVG2 | Fluorescence polarization binding assay, mP read-out | inhibition, % (tested at 21.74 µM) | 220,000 compounds, 0.42% hits; in the data active = inhibition above about 50%
PPC-1+TRAIL kill – kills PPC-1 cancer cells in the presence of TRAIL | PPC-1 cells + TRAIL, ATPLite viability luminescence | cell killing (% activity), % at 4 µM | 220,000 compounds, 0.41% hits;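 active = cell killing above 50% in the first pass at 4 µM, then a duplicate retest at 5 µM averaging 50% or more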;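 note: plate controls were cells with TRAIL plus DMSO for no effect and medium-only wells lacking cells for full effect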
Calpain2 inh – inhibitors of pig calpain II; inhibition, % at 16 µM; purified calpain II, fluorogenic peptide substrate, 30 min; 220,000 compounds, 0.37% hits;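 active = inhibition above about 50%, limit read from the data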
TbHK1 inh – T. brucei hexokinase 1 inhibition | recombinant TbHK1, G6PDH-coupled NADH A340 | inhibition, % at 10 µM | 220,000 compounds, 0.11% hits;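 active = inhibition of 50% or more in the single-dose primary screen; inactive = inhibition below 50%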
Furin inh – human furin inhibition; P09958; AID 463115; purified furin, fluorogenic substrate cleavage; inhibition, % at 30 µM; 220,000 compounds, 0.061% hits; in the data active = inhibition above about 25%; note: inactives centre near -15
Cl transport mod – modulates chloride dependent transport by human KCC2. KCC2 cells, thallium flux FluoZin-2 fluorescence. B-score of Tl+ flux slope (higher = more flux/activation; lower = inhibition) at 10 µM. 190,000 compounds, 2.2% hits;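 active = thallium flux slope and its plate-corrected score both differing from the plate sample mean at a set confidence after two filtering rounds, in either direction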;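 note: slope of fluorescence scaled to starting intensity during 10 to 20 s after thallium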
Target sequence (Q9H2X9 whole entry, looked up): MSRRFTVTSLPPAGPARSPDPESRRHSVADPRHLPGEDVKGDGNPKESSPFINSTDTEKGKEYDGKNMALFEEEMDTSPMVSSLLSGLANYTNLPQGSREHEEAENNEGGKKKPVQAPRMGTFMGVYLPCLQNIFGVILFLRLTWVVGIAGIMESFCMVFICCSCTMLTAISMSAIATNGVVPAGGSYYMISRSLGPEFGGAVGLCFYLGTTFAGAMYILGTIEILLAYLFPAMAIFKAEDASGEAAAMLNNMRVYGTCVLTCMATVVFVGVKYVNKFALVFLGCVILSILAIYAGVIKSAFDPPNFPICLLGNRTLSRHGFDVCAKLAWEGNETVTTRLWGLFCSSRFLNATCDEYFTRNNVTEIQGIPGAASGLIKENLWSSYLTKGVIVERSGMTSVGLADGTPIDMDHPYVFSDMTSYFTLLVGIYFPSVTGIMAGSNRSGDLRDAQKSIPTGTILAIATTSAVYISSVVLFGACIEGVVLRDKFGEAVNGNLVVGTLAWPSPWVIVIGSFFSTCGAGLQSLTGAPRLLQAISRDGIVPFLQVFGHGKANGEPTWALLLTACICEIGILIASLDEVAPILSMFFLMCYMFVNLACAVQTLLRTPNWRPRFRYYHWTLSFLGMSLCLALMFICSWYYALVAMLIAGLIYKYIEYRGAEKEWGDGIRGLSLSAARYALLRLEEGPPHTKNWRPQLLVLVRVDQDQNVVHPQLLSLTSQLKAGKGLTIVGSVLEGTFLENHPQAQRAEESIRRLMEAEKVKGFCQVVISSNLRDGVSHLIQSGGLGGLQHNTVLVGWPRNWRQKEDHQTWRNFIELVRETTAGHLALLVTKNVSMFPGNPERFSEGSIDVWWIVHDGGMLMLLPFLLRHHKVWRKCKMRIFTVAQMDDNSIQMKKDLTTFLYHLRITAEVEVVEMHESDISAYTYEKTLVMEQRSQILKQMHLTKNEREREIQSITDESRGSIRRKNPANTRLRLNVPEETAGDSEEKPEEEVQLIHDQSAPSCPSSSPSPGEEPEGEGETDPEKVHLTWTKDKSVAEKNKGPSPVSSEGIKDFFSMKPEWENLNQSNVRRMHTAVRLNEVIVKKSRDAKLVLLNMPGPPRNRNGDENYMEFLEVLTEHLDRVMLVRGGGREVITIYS
thrombin 1536 – thrombin (human) inhibition; inhibition, % at 5 µM; 220,000 compounds, 0.26% hits; P00734; alpha-thrombin, Boc-VPR-AMC fluorogenic substrate cleavage;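 active = inhibition at or above 40%; inactive = inhibition below 40%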;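 note: 0% = enzyme with no compound and 100% = wells without enzyme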
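Material: human alpha-thrombin protein. Incubation: reaction at ambient temperature. Technique: fluorescence of released AMC, ex 355 nm, em 460 nm. Control set: no-compound enzyme wells and no-enzyme blanks. Also added: Boc-VPR-AMC substrate, 15 µM final. Buffer or medium: pH 7.5 Tris (50 mM) with NaCl 150 mM, Tween 20 0.05%.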
An asterisk follows results filed as active; x = no result given; [ ] = remark or other dose.

SMILES	TRPML3 agonist	zfTRPN1 agonist	EBV gp42 block	PPC-1+TRAIL kill	Calpain2 inh	TbHK1 inh	Furin inh	Cl transport mod	thrombin 1536
Cc1cc([N+](=O)[O-])c(NCCCCCCO)c([N+](=O)[O-])c1	-0.9	-1.0	x	x	x	2	-9[20 µM]	-0.023	x
COc1ccc(CC2(CO)CCN(Cc3cc4ccccc4o3)CC2)cc1	1.2	2.9	-7	18	-15	-3	-20	x	-1
COc1ccc(CCC(C(O)C(F)(F)F)S(=O)c2ccccc2)cc1 (stereo not drawn)	-0.7	-0.1	-26	28	-8	-5	-13[20 µM]	0.43	4
CCOC(=O)C1(Cc2ccc(OC)cc2)CCN(C(=O)C2CCCO2)CC1 (stereo not drawn)	0.4	1.7	-7	6	-7	-9	-27	x	-2
COc1cccc2cc(C(C)N(CCCN3CCOCC3)C(=S)Nc3cccc(C)c3C)oc12 (stereo not drawn)	0.9	1.0	0	16	7	-2	-19	-0.59	-5
COc1cccc(CNC(=O)C2CCCN(S(=O)(=O)c3cccc4nonc34)C2)c1 (stereo not drawn)	-0.1	-0.6	-24	16	10	-4	-11[20 µM]	-0.35	1
CC(C)(CNC(=O)c1cc2ccccc2o1)N1CCOCC1	-0.4	0.4	-32	-12	-20	-4	-19	0.67	-1
O=C(Nc1ccc2nc3n(c(=O)c2c1)CCCCC3)c1ccccn1	0.0	-0.2	-1	15	5	-8	-17	x	0
CCOc1ccccc1Nc1nc(N)nc(CN(C)C2CCCCC2)n1	0.7	0.0	-1	4	-17	6	-10[20 µM]	-1.9	2
CCOc1ccc(NC(=O)CSc2nnc(C)n2Cc2ccccc2)cc1	-0.3	-1.0	-23	20	-4	2	-16[20 µM]	-0.15	5
O=C(c1ccc(C(=O)N2CCN(c3ccccc3F)CC2)nc1)N1CCN(c2ccccc2F)CC1	0.8	-1.2	-7	24	-16	-21	-17	0.19	0
O=C(CS(=O)(=O)Cc1ccccc1)NCc1ccc2c(c1)OCO2	0.1	1.7	0	26	-3	0	-11[20 µM]	-0.015	0
Cc1ccc(C(=O)Oc2cccnc2)cc1[N+](=O)[O-]	0.5	-0.3	-6	-10	-9	0	-22	-0.038	-5
Cc1ccc(NC(C)C(=O)N/N=C/c2c[nH]c3ccccc23)cc1 (stereo not drawn)	1.5	1.5	-15	17	1	-3	-15	-1.1	-1
C=C(C(=O)O)C(CCCCCC)C(=O)O (stereo not drawn)	-0.1	-0.9	-6	-8	16	-2	-14	-0.44	1
CC(C)Oc1ccc(C(=O)NC(=S)Nc2ccc(Cl)c(C(=O)O)c2)cc1	1.1	1.7	-5	20	1	-3	-26	-1.9	0
O=C(CCc1ccccc1)NNC(=O)Nc1ccccc1	1.1	-0.9	-14	6	-5	0	-15	1	-7
CC1CCN(c2[nH]c(=S)c(C#N)c3c2CCCC3)CC1	0.5	-0.7	-18	38	-7	5	-30[20 µM]	-0.029	7
CCCCN(CC)CCNC(=O)CCC(=O)Nc1ccc2nc(N3CCN(C)CC3)cc(C)c2c1	1.0	0.2	-5	21	-294	-14	-67	-0.4	2
Cc1nn(C)c(N)c1C(O)(c1nccn1C)C(F)(F)F (stereo not drawn)	0.8	1.6	2	-3	-7	-4	-11	0.22	-15
C=CCNC(=O)CSc1nnc(-c2ccncc2)n1CCc1ccccc1	1.0	-1.4	-18	34	3	-6	-16[20 µM]	0.86	1
C/C(=N\NS(=O)(=O)c1ccc(C)cc1)c1ccc(Br)s1	-0.4	-0.9	-1	20	-14	10	-8[20 µM]	-0.023	0
O=C(c1ccccc1)N1CCN(S(=O)(=O)N2CCCCC2)CC1	0.2	0.7	2	4	0	4	-3[20 µM]	-0.23	1
Cc1cc([N+](=O)[O-])cnc1Sc1nccn1C	0.3	-0.7	3	18	-7	-26	-17	0.94	-4
Cc1nnc(SCC(=O)NCCN2C(=O)CSC2=O)s1	1.6	-0.3	-2	-7	-26	-2	-18[20 µM]	0.87	-1
O=C(Nc1cccc2c1CCCC2)c1cc([N+](=O)[O-])ccc1Cl	-0.6	-1.0	-2	5	-24	3	-18	-0.44	0
CC(C)(C)C(=O)C(Oc1cccc2nonc12)n1cncn1 (stereo not drawn)	4.5	0.8	2	-24	-36	16	-5	0.055	-2
Cc1cc2c(nn1)CCc1nonc1-2	0.6	2.6	-11	19	-3	1	-7[20 µM]	0.16	-1
CCOC(=O)N1CCC(NC(=O)Cn2cccc2C(=O)c2ccccc2C)CC1	-0.5	-1.0	3	4	-3	-4	-7	x	-6
Cc1cccc(OCC(=O)N2CCCc3ccccc32)c1	-0.5	-0.6	-24	-6	-17	1	-26	-0.87	-4

Copied from the list:
In TbHK1 inh, CCOC(=O)N1CCC(NC(=O)Cn2cccc2C(=O)c2ccccc2C)CC1 is listed with -4
In PPC-1+TRAIL kill, O=C(Nc1cccc2c1CCCC2)c1cc([N+](=O)[O-])ccc1Cl is listed with 5

More compounds:
SMILES	TRPML3 agonist	zfTRPN1 agonist	EBV gp42 block	PPC-1+TRAIL kill	Calpain2 inh	TbHK1 inh	Furin inh	Cl transport mod	thrombin 1536
Cc1ccc(-n2nnnc2SCC(=O)NC(=O)Nc2ccc3c(c2)OCCO3)cc1	-0.4	1.3	-5	-6	12	15	-18	-0.99	-3
Cc1cc(Br)c(NC(=O)CN(C)CCOc2ccccc2)c(Br)c1	0.1	-1.3	-1	-13	-3	-3	-9	-3.1	-15
CC(=O)c1ccccc1NC(=O)COC(=O)CCCN1C(=O)c2cccc3cccc(c23)C1=O	0.8	0.8	-15	23	-43	-9	-24	-0.41	0
CN(c1ccc(OCC(=O)NC2CCCC2)cc1)S(=O)(=O)c1cccs1	0.2	0.3	1	-12	-17	-5	-10[20 µM]	0.07	-4
CCOC(=O)c1ccc(-n2c(CN3CCN(CC)CC3)nc3ccc([N+](=O)[O-])cc3c2=O)cc1	0.3	0.4	-5	4	-28	-10	-24	0.12	6
O=C(/C=C/c1cccc([N+](=O)[O-])c1)N1CC[C@@]2(O)CCCC[C@H]2C1	0.7	3.1	-7	-6	1	-9	-20	-0.34	-4
COc1ccc(-c2cc(=O)c3cc(OC)c(OC)cc3[nH]2)cc1	1.0	0.0	-21	-5	-224	-4	-58	-0.21	0
CCOC(=O)c1oc2ccc(CNC(C)(C)C)c(Cl)c2c1C	1.1	1.1	-16	2	-7	9	-4[20 µM]	0.58	-1
COc1ccc(NC(=O)/C(=C\c2cccnc2)NC(=O)c2cccs2)cc1	0.4	2.2	-13	10	12	-14	-2	0.33	-3
Cn1nc(C(F)(F)F)c(C(=O)Nc2ccc(F)cc2F)c1Sc1ccc(C(F)(F)F)cc1	10	0.1	-12	15	-43	4	-26[20 µM]	x	3
COc1cccc(C(=O)NCCC2=CCCCC2)c1	-0.3	-0.3	-3	24	-4	0	-12[20 µM]	-0.38	-5
CC(C)OC(=O)CSc1nnc(-c2ccc(Cl)cc2Cl)n1N	0.2	-1.0	-21	-4	-7	5	-12	x	3
Cc1ccc(NC(=O)/C(=C\c2cccnc2)NC(=O)c2ccco2)cc1	0.4	0.5	-2	24	5	-7	-23[20 µM]	0.67	1
CCCCOCP(=O)(CCCC)COCCCC	0.1	0.2	5	13	21	-5	-4[20 µM]	-1.5	27
O=C(NN1C(=O)CSC1=S)C(=O)NN1C(=O)CSC1=S	0.9	1.2	-7	4	-8	-24	-18	-0.74	-6

Arranged by number of heavy atoms (falling): three of the compounds above.
SMILES	TRPML3 agonist	zfTRPN1 agonist	EBV gp42 block	PPC-1+TRAIL kill	Calpain2 inh	TbHK1 inh	Furin inh	Cl transport mod	thrombin 1536
COc1ccc(NC(=O)/C(=C\c2cccnc2)NC(=O)c2cccs2)cc1	0.4	2.2	-13	10	12	-14	-2	0.33	-3
Cc1ccc(NC(=O)/C(=C\c2cccnc2)NC(=O)c2ccco2)cc1	0.4	0.5	-2	24	5	-7	-23[20 µM]	0.67	1
O=C(/C=C/c1cccc([N+](=O)[O-])c1)N1CC[C@@]2(O)CCCC[C@H]2C1	0.7	3.1	-7	-6	1	-9	-20	-0.34	-4

Continuation.
SMILES	TRPML3 agonist	zfTRPN1 agonist	EBV gp42 block	PPC-1+TRAIL kill	Calpain2 inh	TbHK1 inh	Furin inh	Cl transport mod	thrombin 1536
CS(=O)(=O)n1nc(-c2ccc(Cl)cc2)nc1N	0.5	-1.0	3	13	19	2	-15	0.2	-11
Cc1noc(C)c1S(=O)(=O)N1CCCC(C(=O)Nc2ccc(Cl)cn2)C1 (stereo not drawn)	1.1	6.2	-7	14	-2	4	-19	0.24	1
Cn1c(O)c(/C=C2\C=Nc3ccccc32)sc1=Nc1ccc(C(=O)O)cc1	0.5	-0.2	4	5	8	-2	4	-1.7	1
O=C(Nc1nccs1)c1ccc(NC(=O)C2CC=CCC2C(=O)O)cc1 (stereo not drawn)	0.5	1.4	-4	18	-19	-6	-24	-0.71	-8
CCOC(=O)C(C)(C)Sc1ncnc2nc[nH]c12	0.2	-0.7	-16	-10	-17	0	-13[20 µM]	-1.3	1

4 records drawn at random from the list so far:
SMILES	TRPML3 agonist	zfTRPN1 agonist	EBV gp42 block	PPC-1+TRAIL kill	Calpain2 inh	TbHK1 inh	Furin inh	Cl transport mod	thrombin 1536
Cn1c(O)c(/C=C2\C=Nc3ccccc32)sc1=Nc1ccc(C(=O)O)cc1	0.5	-0.2	4	5	8	-2	4	-1.7	1
CCOC(=O)C(C)(C)Sc1ncnc2nc[nH]c12	0.2	-0.7	-16	-10	-17	0	-13[20 µM]	-1.3	1
Cc1noc(C)c1S(=O)(=O)N1CCCC(C(=O)Nc2ccc(Cl)cn2)C1 (stereo not drawn)	1.1	6.2	-7	14	-2	4	-19	0.24	1
O=C(Nc1nccs1)c1ccc(NC(=O)C2CC=CCC2C(=O)O)cc1 (stereo not drawn)	0.5	1.4	-4	18	-19	-6	-24	-0.71	-8
